# PI4K2A block – inhibitors of human PI4K2A. Q9BTU6. purified PI4K2A, ADP-Glo luminescence, 1 h; hits give low values. activity change, negative = inhibition, % at 76.9 µM. actives 0.13% (n = 420,000). AID 1346378; in the data active = activity change below about -50%; inconclusive = mostly about -30% to -49%;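 also: -100% = wells without enzyme as full effect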
#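 Compounds are screened against recombinant PI4K2A using PI as substrate and ATP, the latter dispensed at 300 microM. Reactions run one hour at ambient temperature before ADP-Glo detection; full inhibition defined by wells lacking enzyme.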
# GLS inh – blocks human kidney-isoform glutaminase activity. O94925. GLS enzymatic activity, qHTS titration. Potency, µM (highest dose often 45.5 µM), without a hit: at the highest dose activity change, negative = inhibition, most hits filed as inhibitors. actives 0.21% (n = 410,000); also: potency is read from the fitted curve at half-maximal effect; % is scaled to controls: 0 for no effect and ±100 for the full control effect
#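 hKGA in 45 mM KH2PO4 pH 8.2, 0.02% Tween-20 with pin-transferred compounds; 1 mM L-glutamine (stock) plus glutamate oxidase/HRP/Amplex Red coupling added. Fluorescence read initially and after 30 min at RT.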
# JMJD2A Tudor inh – inhibitors of human JMJD2A Tudor domain; AlphaScreen JMJD2A-Tudor / H3K4me3 peptide binding; Potency, µM (highest dose often 114 µM), inactives show at the highest dose activity change, negative = inhibition, usual class: inhibitors; actives 4.4% (n = 390,000); also: potency is read from the fitted curve at half-maximal effect; % is scaled to controls: 0 for no effect and ±100 for the full control effect; nearly all actives have a fitted effect of over 50% in size
# RGS4 inhibitor – human RGS4 inhibition | Transcreener GDP fluorescence polarization, RGS4-accelerated GTP hydrolysis | Potency, µM (series often up to 114 µM), for inactives: at the highest dose activity change, negative = inhibition, most hits filed as inhibitors | actives 0.039% (n = 390,000) | P49798; also: potency is read from the fitted curve at half-maximal effect; % is scaled to controls: 0 for no effect and ±100 for the full control effect; nearly all actives have a fitted effect of over 75% in size; some results filed as inactive show a strong effect at the top dose
#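 MLSMR compounds (23 nl, pin-transferred) preincubated 10 min at room temperature with a 500nM (2x) first reagent, then RGS4 at 900nM (2x) plus Transcreener GDP mix added; fluorescence polarization (620/688 nm) read before and after 90 min at 30 °C.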
# HP1b binding inh – inhibitors of HP1-beta chromodomain binding to methylated histone tails | AID 540317 | actives 0.56% (n = 390,000) | Potency, µM (titrated, usually from 114 µM), for inactives: top-dose activity change, negative = inhibition, usual class: inhibitors | AlphaScreen HP1-beta / biotin-H3K9me3 peptide binding; also: potency is read from the fitted curve at half-maximal effect; nearly all actives have a fitted effect of over 70% in size; inactives centre near 23
#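 Compound inhibition of the preformed complex between 50 nM HP1-beta and 50 nM biotinylated H3K9me3 peptide was read by AlphaScreen. Buffer was PBS pH 7.4 with 0.01% Tween-20. Incubations ran 30 min at room temperature, with 10 ug/mL donor/acceptor beads.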
# ALOX12 inh – blocks human arachidonate 12S-lipoxygenase; P18054; purified 12hLO, xylenol orange hydroperoxide absorbance; Potency, µM (titrated, usually from 108 µM), inactives show at the highest dose activity change, negative = inhibition, usual class: inhibitors; actives 1.1% (n = 580,000); AID 1671190; also: potency is read from the fitted curve at half-maximal effect; % is scaled to controls: 0 for no effect and ±100 for the full control effect
# Target sequence (P18054 whole entry, looked up): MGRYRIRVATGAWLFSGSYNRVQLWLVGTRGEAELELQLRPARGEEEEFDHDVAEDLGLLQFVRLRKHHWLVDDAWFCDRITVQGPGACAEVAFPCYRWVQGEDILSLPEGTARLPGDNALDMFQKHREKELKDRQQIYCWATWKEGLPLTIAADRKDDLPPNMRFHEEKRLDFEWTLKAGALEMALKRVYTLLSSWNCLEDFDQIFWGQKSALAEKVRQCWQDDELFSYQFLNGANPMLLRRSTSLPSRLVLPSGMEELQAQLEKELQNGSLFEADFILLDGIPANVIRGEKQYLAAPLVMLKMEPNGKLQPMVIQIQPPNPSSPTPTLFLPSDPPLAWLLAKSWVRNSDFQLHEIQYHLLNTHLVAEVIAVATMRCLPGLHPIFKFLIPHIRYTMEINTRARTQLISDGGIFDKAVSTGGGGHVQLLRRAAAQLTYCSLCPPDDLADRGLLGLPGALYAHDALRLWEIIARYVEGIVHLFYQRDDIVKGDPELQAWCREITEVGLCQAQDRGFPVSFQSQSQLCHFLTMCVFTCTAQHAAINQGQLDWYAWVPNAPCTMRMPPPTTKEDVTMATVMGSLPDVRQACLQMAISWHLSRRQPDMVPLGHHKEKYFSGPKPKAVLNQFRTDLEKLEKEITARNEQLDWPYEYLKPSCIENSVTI
#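 Purified human 12hLO at 150 nM in 25 mM Hepes, 0.01% Triton X-100, pH 7.0, preincubated 15 min at room temperature with compound. Reaction started with 40 uM arachidonic acid, 30 min at room temperature. Hydroperoxide measured by Fe-xylenol orange, 573/405 nm absorbance ratio.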
# G9a inh – inhibitors of human histone lysine methyltransferase G9a; G9a H3K9 monomethylation, AlphaScreen, 2 h; Potency, µM (doses to about 102 µM), for the others: at the top dose activity, negative = inhibition, actives largely listed as inhibitors; actives 8.8% (n = 350,000); also: potency is read from the fitted curve at half-maximal effect; % is scaled to controls: 0 for no effect and ±100 for the full control effect; nearly all actives have a fitted effect of over 75% in size
# Target sequence (Q96KQ7 913-1193 limits assumed): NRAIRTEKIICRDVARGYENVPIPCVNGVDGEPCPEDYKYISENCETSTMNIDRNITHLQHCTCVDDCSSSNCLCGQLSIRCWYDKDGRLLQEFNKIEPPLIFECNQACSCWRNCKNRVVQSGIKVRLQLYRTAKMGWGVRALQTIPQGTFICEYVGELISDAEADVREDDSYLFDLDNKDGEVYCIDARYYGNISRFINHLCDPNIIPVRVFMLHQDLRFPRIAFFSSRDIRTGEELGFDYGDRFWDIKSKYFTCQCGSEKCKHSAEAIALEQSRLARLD
#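 AlphaScreen detection with an anti-monomethyl H3K9 antibody quantified product after a 2 h room-temperature reaction containing 500 nM biotinylated H3K9 peptide, 20 µM SAM and 20 nM enzyme, which had been preincubated 15 min with compound.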
# ERG-DNA inh – ERG Ets/DNA interaction inhibition | fluorescence polarization, His-ERG Ets domain / labelled DNA | Potency, µM (highest dose often 76.9 µM), for the others: at the highest dose FP activity, negative = inhibition, actives largely listed as inhibitors | actives 0.028% (n = 370,000) | AID 624246; active = well fitted inhibition curve with a large enough effect in the polarisation, with a control signal flat; inconclusive = small, poorly fitted or top-dose-only effect, or effect the other way, or a change in a side signal; inactive = no such curve, though single readings can be large or run the other way; the % refers to the polarisation;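 also: polarization taken with two DNA probes labelled with fluorescein and Texas red; potency is read from the fitted curve at half-maximal effect; % of control where 0% means no effect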
#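 His-tagged ERG Ets domain (1 uM in the protein solution; 300mM KCl, 50mM Tris-HCl, 1mM EDTA, 1mM DTT, pH 7.5) received compound, then a probe mix of 5 nM fluorescein-DNA and 100nM Texas-615-DNA. Fluorescence polarization was read for both dyes.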
# BAZ2B inh – inhibitors of human BAZ2B bromodomain | AlphaScreen BAZ2B-H3K14Ac peptide displacement | Potency, µM (series often up to 114 µM), inactives show at the highest dose activity change, negative = inhibition, most hits filed as inhibitors | actives 4.4% (n = 360,000) | Q9UIF8; also: potency is read from the fitted curve at half-maximal effect; % is scaled to controls: 0 for no effect and ±100 for the full control effect; nearly all actives have a fitted effect of over 60% in size
#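 Complex of BAZ2B and biotin-H3K14Ac (50 nM apiece) forms over 30 min at RT, then faces library compounds up to 110 uM for another 30 min; AlphaScreen beads added, 20 min dark incubation, luminescence read.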
# Numbers without * were called inactive; ? = inconclusive; · = no result given; & = joins results of further samples; [ ] = another dose, or the depositor's remark. Unless noted, calls follow the shape of the dose curve; as a rule, active = well fitted curve in the direction sought with a large enough effect; inconclusive = small, poorly fitted or top-dose-only effect, or another doubt; inactive = no such curve, though single readings can be large; an effect the other way counts as inactive or inconclusive. This is a subset, so the mix of outcomes need not match the whole.
SMILES,PI4K2A block,GLS inh,JMJD2A Tudor inh,RGS4 inhibitor,HP1b binding inh,ALOX12 inh,G9a inh,ERG-DNA inh,BAZ2B inh
COc1ccc(CC(=O)Nc2cc(S(C)(=O)=O)ccc2Cl)cc1S(=O)(=O)N1CCOCC1,-1,6%,-17%,24%,10%,2%,·,1%,·
COC(=O)c1ccccc1NC(=O)CN1CCN(C23CC4CC(CC(C4)C2)C3)CC1,0,0%,-12%,-1%,6%,-21%,3%[12.7 µM],-6%,-7%
CCOC(=O)C1=C(O)/C(=C/N(C)C)N=C1C,-3,0%,-16%,-28%,28%,1%,?,-11%,0%
COC(=O)c1ccc(-n2cnc(Cl)n2)c(F)c1,0,-5%,-6%,3%,41%[activator],0%,8%,-1%,-2%
CC1CCN(CCc2nc3cc(NC(=O)NC4CCCCC4)ccc3n2C)CC1,2,9%,-12%,-3%,26%,-5%,3%[0.501 µM],2%,8%
CC(C)Oc1ccc(S(=O)(=O)N(C(C)C)C(C)C)cn1,5,12%,13%,-3%,28%,-4%,-5%[59 µM],-3%,18%
CCSc1nnc(NC(=O)c2ccc(Br)s2)s1,3,3%,-5%,14%,6%,-20%,-25%[12.7 µM],-8%,-2%
Clc1ccc(-c2ccnc(-n3cccc3)n2)s1,3,-3%,74%[activator],-3%,133%[activator],-9%,11%[12.7 µM],4%,9%
Cc1nc(-c2ccc(Cl)cc2)sc1C1(C)CC(c2ccncc2)=NO1 (configuration not stated),-3,4%,-20%,-1%,44%[activator],-10%,·,5%,·
CC(OC(=O)c1ccc(-n2cnnn2)cc1)C(=O)Nc1ccccc1F (configuration not stated),4,9%,-17%,5%,10%,0%,-11%[12.7 µM],4%,-4%
CCc1ccccc1NC(=O)CSc1nc(C)c(C(=O)Nc2ccccc2)c(-c2ccc(Cl)cc2)c1C#N,-1,-1%,-16%,5%,16%,2%,25%[59 µM],3%,0%
CCc1nc2ccc(C(=O)N3CCN(c4cccc(Cl)c4)CC3)cc2nc1CC,1&1,?,-21%&-22%,-6%[56.9 µM],38%&18%,-24%&-30%,19%&-23%[59 µM],0%&2%,?
COc1cccc(/C=C2\SC(=O)N(CCC(=O)NNC(=O)c3ccccc3Cl)C2=O)c1,-2,4%,?,-26%,8%,-2%,40%[activator][59 µM],1%,11%
Cc1noc(C)c1S(=O)(=O)N(C)C[C@H]1Oc2ccc(NS(=O)(=O)c3ccc(F)cc3)cc2C(=O)N([C@H](C)CO)C[C@@H]1C,-1,-10%,-3%,-24%,27%,2%,·,11%,·
COc1ccc(CC(=O)n2nc(-c3ccccc3)nc2NCc2ccco2)cc1,4,-2%,-7%,-32%,23%,-15%,-2%[12.7 µM],7%,9%
COc1ccccc1N1CCN(C(=O)c2cccc(S(=O)(=O)NCc3cccnc3)c2)CC1,4,-3%,0%,2%,47%[activator],0%,?,0%,9%
Cc1ccc(C(C)C)cc1S(=O)(=O)Nc1cccnc1,1,1%,4%,-5%,45%,20%,·,-1%,0%
CCOC(=O)N1CCN(C(=O)c2ccc(NC(C)=O)cc2)CC1,4,1%,-17%,10%,22%,4%,-10%,-7%,-4%[57.1 µM]
C=CCc1cc(C)ccc1OCCOCCC(C(=O)OCC)C(=O)OCC,2,7%,8%,-8%,88%[activator],-16%,55%[activator][59 µM],-2%,172%[activator]
COc1cccc(NC(=O)CCP(C)(=O)O)c1,4,-8%,-5%[11.4 µM],-10%[11.4 µM],69%[activator],-6%,2%[59 µM],-11%,·
CC(C)COc1ccc(C(=O)NNC(=O)CCC(=O)c2cccs2)cc1,1,1%,-13%,9%,26%,9%,·,-11%,·
CC1C(=O)Nc2ccccc2N1C(=O)C1CC1 (configuration not stated),-13,1%,1%,19%,22%,21%,1%,-19%,-3%
COc1ccccc1-n1nnnc1SCC(=O)N(CC(C)C)C1CCS(=O)(=O)C1 (configuration not stated),-5,1%,1%,1%,35%,0%,-8%,8%,-11%
NS(=O)(=O)c1ccc(NC(=S)Nc2ccc(OCc3ccccc3)cc2)cc1,1,0%,1%,-11%,20%,-13%,?,-12%,6%
CCCCN(C)CCCNC(=O)c1cccc(N2CCCC2=O)c1,4,0%,-2%,3%,33%,18%,-4%,0%,4%
Clc1ccc(Cl)c(-c2nn3c(COc4ccccc4)nnc3s2)c1,9,-18%,?,?,?,?,1.8µM*,-5%,5%
CCN(CC)S(=O)(=O)c1ccc2c(c1)NC(=O)C1CCCN21 (configuration not stated),-2,-1%,5%,-11%,29%,0%,-7%,-13%,3%
CCOc1ccc(NC(=O)c2ccncc2)cc1,5,4%,-7%,-3%,32%,0%,16%[59 µM],-3%,6%
c1ccc(C(c2ccccc2)c2noc(CN3CCN(C4CCCC4)CC3)n2)cc1,1,-6%,-9%,-22%,24%,-11%,-7%,5%,-19%
CCc1nc2cccnc2n1-c1ccc(C(=O)O)cc1,3,-29%,-35%,-13%,40%[activator],-15%,35µM*,-19%,-14%
Cc1cccc(NC(=O)CN2C(=O)CC(c3ccccc3)Sc3ccccc32)c1 (configuration not stated),-5,2%,-11%,-13%,45%[activator],0%,18%[59 µM],-1%,-1%
O=C(Nc1ncccc1O)c1ccc(Oc2ccccc2)cc1,-6,-20%,?,?,-7%,-28%,5%,-14%,-1%
CCN(CC)CCn1c(N)nc2ccccc21,0,-1%,0%,-10%,45%[activator],-2%,·,0%,-14%
Cc1cccc(C(=O)Nc2c3c(nn2-c2ccc(Cl)cc2)CS(=O)(=O)C3)c1,2,4%,-23%,9%,12%,-27%,2%[59 µM],-4%,-9%
COc1ccc(N2CCCC2)c(NC(=O)c2ccc([N+](=O)[O-])o2)c1,-9,13µM*,28µM*,?,35µM*,-21%,?,-1%,14µM*
O=C1CSC(c2ccccc2)N1Nc1nc(N2CCOCC2)nc(N2CCOCC2)n1 (configuration not stated),1,3%,-15%,12%,7%,-1%,·,8%,1%
CCCC(=O)Nc1ccc2c(c1)nc1n2CCSC1,-5,0%,-16%,-48%,15%,0%&17%,?,-2%,3%
FC(F)Oc1ccc(NC(=S)NCc2ccccc2)cc1,10,13%,0%,-15%,27%,?,40%[activator][59 µM],0%,0%
CCOc1ccccc1N(CC(=O)Nc1ccccc1)S(=O)(=O)c1ccccc1,4,-7%,-17%,8%,32%,12%,·,-12%,9%
Cc1ccc(-c2cc(C(=O)Nc3nn[nH]n3)c3ccccc3n2)cc1,9,10%,-28%,4%,13%,-2%&-19%,-8%[59 µM],13%,-3%
O=C(c1ccco1)N1CCN(C(=O)N2CCCC2)CC1,0,0%,-17%,16%,-6%,0%,13%,-6%,7%
CCOC(=O)c1ccc(N2C(=O)c3n[nH]c(C)c3C2c2ccccc2)cc1 (configuration not stated),0,6%,-16%,18%,14%,-14%&8%,20%,-5%,-4%
Cc1cc2sc(NC(=O)c3ccco3)nc2cc1Cl,-1,-4%,-25%,-11%,30%,?,·,3%,-7%
CCOc1ccc(CCNC(=O)COC(=O)c2ccc(C)c([N+](=O)[O-])c2)cc1OCC,1,-4%,-12%,-7%,14%,33%[activator],-9%,-1%,-17%
CCCCc1cc(=O)oc2c(CN(CC)CC)c(O)c(Cl)cc12,-4,15%,-2%,5%,19%,?,22%[12.7 µM],-7%,4%
CCCc1cc(=O)oc2cc(C)c3c(-c4ccccc4)c(C)oc3c12,-1,6%,10%,4%,-6%,-11%,?,5%,-31%
O=C(NCCc1ccccc1)c1sc2ncccc2c1-n1cccc1,-23,-5%,-32%,6%,-5%[57 µM],2%,-2%[59 µM],1%,-39%
COc1cc(OC)c(OC)cc1/C=N/NC(=O)c1ccc(=O)n(C)c1,2,3%,-18%[57.1 µM],3%,18%,1%,23%[59 µM],1%,-4%
CCc1nnc(NS(=O)(=O)c2ccc(N/C=C\C(=O)c3cccc4ccccc34)cc2)s1,-4,28%,?,-24%,?,?,?,-7%,?
O=C(NCC1COc2ccccc2O1)c1cccc(S(=O)(=O)N2CCOCC2)c1 (configuration not stated),3,0%,-15%,1%,28%,-4%,-2%[2.33 µM],-6%,3%
CCOC(=O)C1CN(S(=O)(=O)c2ccccc2)C1,2,-2%,-2%[57.1 µM],-27%[56.9 µM],65%[activator],0%,41%[59 µM],1%,-11%
Cc1ccc2cccc(Oc3nnnn3-c3ccccc3)c2n1,-1,-7%,-5%,-38%,72%[activator],3%,0%[12.7 µM],-1%,4%

# Assay outcomes (PubChem)
